TRHR agonist: qHTS for Small Molecule Agonists and Allosteric Enhancers of Human TRH Receptor: Primary Screen for Agonists | TRHR cells, calcium flux fluo-8, FDSS agonist mode | activation, % at 2 µM | 0.18% of 360,000 active; in the data active = activation above about 30%; note: 0% is about no effect
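Steps: seed TRHR cells overnight; add fluo-8 no-wash Ca dye, RT 30 min–1.5 h; record 10 s baseline; pin-transfer compounds; monitor fluorescence 1 cycle/s for the agonist window. Calcium increases flag candidate agonists.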
BLM inh: qHTS Assay for Inhibitors of Bloom's syndrome helicase (BLM). 0.2% of 350,000 active. RecQ-like DNA helicase BLM (Homo sapiens), P54132. Potency, µM (titrated, usually from 56.1 µM), without a hit: top-dose activity change, negative = inhibition, hits mostly inhibitors. recombinant BLM DNA unwinding, fluorescence dequenching. AID 2528, 2010;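 note: potency is the fitted concentration of half-maximal effect; plate controls were vehicle for no effect and no enzyme for full effect; nearly all actives have a fitted effect of over 35% in size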
POLK inh: qHTS for Inhibitors of Polymerase Kappa. DNA polymerase kappa (Homo sapiens), Q9UBT6. Potency, µM (doses to about 107 µM), without a hit: at the highest dose activity, negative = inhibition, actives largely listed as inhibitors. purified Pol kappa, fluorescent DNA synthesis assay, 10 min. 0.53% of 400,000 active; note: potency is the fitted concentration of half-maximal effect; % is set by controls: 0 for no effect and ±100 for the full control effect
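Inhibition of 10 nM Pol kappa is measured by a fluorescent read-out at 0 and 10 min following addition of 50 nM substrate (final), with a 15-min room-temperature compound preincubation.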
Pol iota inh: qHTS for Inhibitors of Polymerase Iota; Potency, µM (top dose mostly 115 µM), inactives show at the top dose activity, negative = inhibition, usual class: inhibitors; AID 588590, 2011; DNA polymerase iota (Homo sapiens), Q9UNA4; Pol iota fluorescent replication assay, 10 min; 1% of 390,000 active; note: potency is the fitted concentration of half-maximal effect
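Pol iota at 10 nM preincubated 15 min with compounds at room temperature; reaction started with fluorescent substrate, 50 nM final. Fluorescence read kinetically at 0 and 10 min; buffer-only wells as negative control.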
ALOX12 inh: Primary qHTS assay for inhibitors of human arachidonate 12S-lipoxygenase (ALOX12): Round 2; Polyunsaturated fatty acid lipoxygenase ALOX12 (Homo sapiens), P18054; purified 12hLO, xylenol orange hydroperoxide absorbance; Potency, µM (top dose mostly 108 µM), without a hit: at the highest dose activity change, negative = inhibition, actives largely listed as inhibitors; 1.1% of 580,000 active; AID 1671190, 2021; note: potency is the fitted concentration of half-maximal effect; % is set by controls: 0 for no effect and ±100 for the full control effect
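Hydroperoxide product was detected by ferrous iron/xylenol orange as the 573 to 405 nm absorbance ratio. Arachidonic acid at 40 uM (final) was turned over for 30 min at room temperature by 150 nM human 12hLO, pH 7.0 Hepes buffer, after 15 min compound preincubation.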
POLB inh: qHTS Assay for Inhibitors of DNA Polymerase Beta. AID 485314, 2010. Pol beta primer extension/strand displacement, fluorescence kinetic. 1.3% of 340,000 active. Potency, µM (doses to about 114 µM), inactives show at the highest dose activity change, negative = inhibition, actives largely listed as inhibitors. P06746; note: potency is the fitted concentration of half-maximal effect; % is set by controls: 0 for no effect and ±100 for the full control effect
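Human Pol beta at 10 nM; strand-displacement substrate 50 nM final. Compound exposure 15 min at room temperature before start, reaction 10 min at room temperature.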
APEX1 inh: qHTS Assay for Inhibitors of the Human Apurinic/apyrimidinic Endonuclease 1 (APE1); DNA repair nuclease/redox regulator APEX1 (Homo sapiens), P27695; recombinant APE1, TAMRA/BHQ-2 abasic DNA cleavage fluorescence; Potency, µM (highest dose often 65.8 µM), inactives show at the top dose activity change, negative = inhibition, hits mostly inhibitors; 0.35% of 350,000 active;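 note: potency is the fitted concentration of half-maximal effect; plate controls were vehicle for no effect and reference inhibitor for full effect; nearly all actives have a fitted effect of over 55% in size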
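APE1 at 0.75 nM preincubated 15 min at room temperature with compound. Reaction then started with 50 nM double-stranded THF-abasic substrate labelled with TAMRA/BHQ-2, and 525/598 nm fluorescence read kinetically. Activity taken as third-minus-first read difference, normalized to DMSO and NSC13755 controls.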
ERG-DNA inh: qHTS for Small Molecule Inhibitors of the ERG Ets/DNA interaction; Transcriptional regulator ERG (Homo sapiens), P11308; fluorescence polarization, His-ERG Ets domain / labelled DNA; Potency, µM (doses to about 76.9 µM), for inactives: top-dose FP activity, negative = inhibition, usual class: inhibitors; 0.028% of 370,000 active; active = well fitted inhibition curve with a large enough effect in the polarisation, with a control signal flat; inconclusive = small, poorly fitted or top-dose-only effect, or effect the other way, or a change in a side signal; inactive = no such curve, though single readings can be large or run the other way; the % refers to the polarisation;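 note: polarization taken with two DNA probes labelled with fluorescein and Texas red; potency is the fitted concentration of half-maximal effect; % of control where 0% means no effect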
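His-tagged ERG Ets domain (1 uM in the protein solution; 300mM KCl, 50mM Tris-HCl, 1mM EDTA, 1mM DTT, pH 7.5) received compound, then a probe mix of 5 nM fluorescein-DNA and 100nM Texas-615-DNA. Fluorescence polarization was read for both dyes.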
Anesthetic bind: qHTS Assay for Identification of Novel General Anesthetics; Ferritin light chain (Equus caballus), P02791; apoferritin/1-aminoanthracene competitive binding, fluorescence; Potency, µM (highest dose often 77.5 µM), for inactives: top-dose activity change, negative = displacement, most hits filed as inhibitors; 0.074% of 350,000 active; AID 485281, 2010; note: potency is the fitted concentration of half-maximal effect; % is set by controls: 0 for no effect and ±100 for the full control effect; nearly all actives have a fitted effect of over 20% in size
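10 uM apoferritin + 50% sat. 1-AMA, PBS; cpd 10 min RT; Ex380/Em535 endpoint; normalized to free probe vs complex; 4-param Hill fit; propofol titration as pos. ctrl.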
The depositor's hits bear a star; ? = inconclusive; · = not tested or not shown; & = joins results of further samples; [ ] = remark or other dose. Unless noted, calls come from the whole dose curve; as a rule, active = well fitted curve in the direction sought with a large enough effect; inconclusive = small, poorly fitted or top-dose-only effect, or another doubt; inactive = no such curve, though single readings can be large; an effect the other way counts as inactive or inconclusive. This is a subset (hit frequency here may not be typical).

The line under a structure holds: TRHR agonist, BLM inh, POLK inh, Pol iota inh, ALOX12 inh, POLB inh, APEX1 inh, ERG-DNA inh, Anesthetic bind
CCc1ccc(C(O)(c2ccccc2OC)C(CN2CCOCC2)c2ccccc2)cc1 (stereo not drawn)
    -0.1, -10.5%, -2.5%, 82.4%[activator], -0.3%, -10.6%, 7.7%, -8.0%, -8.0%
COc1ccc(C(=O)Nc2ccc(S(=O)(=O)Nc3ncccn3)cc2)cc1OC
    -0.3, 0.6%, 7.2%, ?, 6.4%, 15.5%, -1.8%, 10.3%, -4.0%
CCOc1ccc(/C=N/NC(=O)C(=O)NCc2ccco2)cc1
    -1.2, -3.8%, -3.5%, 39.2%[activator], 5.4%, 15.3%[57.1 µM], 0.7%, 4.7%, 3.1%
O=C(O)c1ccccc1C(=O)Nc1ccccc1[N+](=O)[O-]
    -0.7, -2.0%, -5.3%, 22.2%, 5.7%, -8.1%, -2.7%, -9.0%, -6.6%
CCN(CC)S(=O)(=O)c1ccc(OC)c(NC(=O)c2ccc([N+](=O)[O-])cc2)c1
    0.2, -4.2%, -8.9%, -4.9%, -2.6%, 14.0%, 11.7%, 10.3%, -12.6%
C=CCNc1cccc(Br)c1
    ·, ·, 3.2%, 23.3%, -11.0%, ·, ·, 13.5%, ·
CCOCCc1nn2c(=O)cc(COC(=O)c3cccc(C)c3)nc2s1
    0.1, 1.8%, 3.0%, 3.4%, -10.9%, 14.7%, ·, 7.7%, ?
COc1ccc(C)cc1Nc1n[n+](-c2ccccc2)c(-c2ccc(N(C)C)cc2)s1
    0.6, -3.6%, -11.1%, ?, ?, 1.5%, 16.2%, 14.4%, -20.8%
CN1CCN(C(=O)c2ccc(N(Cc3ccc(Cl)cc3)S(C)(=O)=O)cc2)CC1
    -0.2, -0.8%, 0.2%, 28.4%, -7.1%, 4.0%, -0.9%, ·, -9.5%
COc1ccc(-c2nn(-c3ccccc3)cc2/C=C\C(=O)N2CCOCC2)cc1[N+](=O)[O-]
    0.5, -2.8%, -0.9%, 44.9%, -3.1%, -1.4%, 2.8%, 2.6%, -8.2%
COc1ccccc1CN(C(=O)CNC(=O)c1ccco1)C(C(=O)NCC1CCCO1)c1ccccc1 (stereo not drawn)
    0.4, -2.0%, -11.2%, 113.9%[activator], -23.7%, 30.6%, -2.7%, -9.2%, -6.5%
COc1ccc(CNc2ccc(S(N)(=O)=O)cc2)c(OC)c1OC
    -0.4, -0.8%, 7.9%, 6.8%, 12.1%, -3.4%, -0.3%, -0.4%, -19.7%
CC(C)NS(=O)(=O)c1ccc(CCC(=O)O)cc1
    0.2, 1.2%, ?, ?, 0.0%, 0.0%, 0.0%, -11.8%, 3.7%
CCCn1c(N)c(C(=O)CSc2nc3ccccc3n2CCC#N)c(=O)n(C)c1=O
    0.3, -0.5%, -0.6%, 8.1%, ?, 11.0%, -4.2%, -3.8%, -11.5%
Cc1ccccc1C(=O)N/N=C/c1ccccn1
    0.0, 2.7%, -3.8%, 17.5%, -13.4%, -0.1%, 4.6%, -13.7%, 4.4%
O=C(CN1CCOCC1)NNc1nc(-c2ccccc2)c2cc(Br)ccc2n1
    -0.1, -1.7%, -17.2%, -5.1%, 44.1%[activator], 0.2%, -11.7%, 1.6%, -16.4%
O=C(N/N=C/c1ccco1)c1ccccc1OCc1ccc(Br)cc1
    -0.8, -1.3%, -10.7%, -18.9%, -14.7%, 1.6%, -1.3%, -8.4%, -6.5%
COc1ccc2[nH]c3c(c2c1)CCN1C(=O)C(CC(=O)NCc2cccc(C(F)(F)F)c2)C[C@H](C(=O)N2CCCCC2)[C@@]31CCc1ccccc1 (stereo partly drawn)
    ·, ·, -9.6%, -6.1%, -35.0%, ·, 3.2%, -12.0%, ·
COc1ccccc1N1CCN(C(=O)c2ccc3c(Cl)c4c(nc3c2)CCCC4)CC1
    -1.4, -5.1%, 10.5%, -6.0%, ·, -6.4%, 21.0%, 7.1%, -14.3%
CCOC(=O)CSc1nc2cc3c(cc2c(=O)n1CCCCCC(=O)NCc1ccc2c(c1)OCO2)OCO3
    0.5, 0.6%, -4.6%[60.1 µM], -7.2%, -24.0%, 4.9%, ·, -7.3%, -2.3%
COc1cc(NC(=O)c2ccnnc2)cc(C(=O)Nc2cccc(C(F)(F)F)c2)c1
    -0.4, -7.8%, -0.1%, -6.1%, -11.2%, 1.1%, 8.4%, 1.2%, -7.3%
COc1ccc(N(CC(=O)NN=C2CCCC2)S(=O)(=O)c2ccccc2)cc1
    0.5, -2.5%, 18.4%, -8.3%, 7.5%, 37.2%, 1.5%, 3.9%, -18.1%
COc1ccc(NS(=O)(=O)c2cccs2)cn1
    0.0, 0.5%, 4.4%, 93.9%[activator], -9.0%, ?, -5.4%, 18.2%, -3.4%
CCOc1cc(/C=N/NC(=O)c2ccccn2)ccc1OC(=O)c1cccs1
    -0.7, -2.4%, -1.3%, 3.6%, 18.4%, -15.1%, 9.8%, -5.1%, -23.3%
CCOc1ccccc1NC(=O)Cc1coc2c(C)c(C)ccc12
    -1.3, -3.1%, 6.4%, -12.4%, -22.3%, -5.0%, ·, 2.2%, 137.8%[activator]
Cc1[nH]c2ccccc2c1/C=C/c1nc2ccccc2c(=O)n1-c1ccc([N+](=O)[O-])cc1
    -0.2, 0.4%, -4.9%, 17.6%, 0.7%, 3.8%, -5.1%, -1.5%, 4.6%
CCn1cc(C(=O)NCCCN2CCCC2)c(=O)c2cc(S(=O)(=O)N3CCc4ccccc4C3)ccc21
    -0.2, -9.3%, 0.7%, -25.6%, 84.3%[activator], 12.5%, 4.0%, -4.8%, -10.4%
Cc1[nH]c2ccccc2c1/C=N/NC(=O)c1cc(C(C)(C)C)[nH]n1
    0.3, -5.7%, -15.8%, -11.2%[58.9 µM], 362.7%[activator], 5.6%, 14.3%, -9.7%, 3.3%
COc1cc(NC(=O)Cn2c(=O)n(-c3ccccc3)c(=O)c3c4c(sc32)CCCC4)cc(OC)c1
    0.0, -5.3%, 4.2%, 36.8%[activator], 0.0%, 10.8%, ·, 0.2%, -4.4%
O=C(CN1C(=O)c2cccnc2Oc2ccc(Cl)cc21)Nc1ccccc1F
    -0.6, -1.8%, -12.6%, 10.4%, 143.2%[activator], 22.5%, -1.0%, -10.7%, ?

Just APEX1 inh, TRHR agonist and ALOX12 inh, for some of the entries so far:
canonical_smiles | APEX1 inh | TRHR agonist | ALOX12 inh
CCOc1ccc(/C=N/NC(=O)C(=O)NCc2ccco2)cc1 | 0.7% | -1.2 | 5.4%
O=C(O)c1ccccc1C(=O)Nc1ccccc1[N+](=O)[O-] | -2.7% | -0.7 | 5.7%
CCN(CC)S(=O)(=O)c1ccc(OC)c(NC(=O)c2ccc([N+](=O)[O-])cc2)c1 | 11.7% | 0.2 | -2.6%

Another view of 2 compounds above:
canonical_smiles	TRHR agonist	BLM inh	POLK inh	Pol iota inh	ALOX12 inh	POLB inh	APEX1 inh	ERG-DNA inh	Anesthetic bind
CCOc1ccccc1NC(=O)Cc1coc2c(C)c(C)ccc12	-1.3	-3.1%	6.4%	-12.4%	-22.3%	-5.0%	·	2.2%	137.8%[activator]
Cc1[nH]c2ccccc2c1/C=C/c1nc2ccccc2c(=O)n1-c1ccc([N+](=O)[O-])cc1	-0.2	0.4%	-4.9%	17.6%	0.7%	3.8%	-5.1%	-1.5%	4.6%

(continued)
The line under a structure holds: TRHR agonist, BLM inh, POLK inh, Pol iota inh, ALOX12 inh, POLB inh, APEX1 inh, ERG-DNA inh, Anesthetic bind
Cc1cc(=O)[nH]c(SCCOc2ccc(OC(C)C)cc2)n1
    -0.9, -1.2%, -7.5%, 0.0%, 0.0%, 1.6%, 6.0%, 0.9%, ?
COc1ccc(NC(=O)C(CCSC)NC(N)=O)cc1NS(=O)(=O)c1ccc(F)cc1 (stereo not drawn)
    0.2, -1.7%, 8.6%, -9.8%, ?, 9.6%, ?, 4.6%, -8.3%
COc1ccc(N=C(c2ccccc2)c2c(C)[nH]n(-c3ccccc3)c2=O)c(OC)c1
    -0.6, -9.7%, 0.6%, 9.1%, 0.3%, ?, -0.9%, -18.0%, -6.1%
O=C(COc1ccccc1F)OCc1cc(=O)n2nc(C3CCCCC3)sc2n1
    -0.8, 1.1%, -2.9%, 10.5%, -2.0%&-19.9%, -15.4%, ·, 2.9%, ?
CCCn1c(N)c(C(=O)CSc2nc3ccccc3s2)c(=O)[nH]c1=O
    0.2, -2.7%, -8.0%, 169.9%[activator], -10.7%, ?, -2.7%, -0.2%, -12.1%
CC(C)C[C@H](N)c1cn([C@@H](Cc2ccc(O)cc2)C(=O)N2CCNCC2)nn1
    -0.3, 0.7%, 15.6%, -21.1%, -11.9%, 6.7%, 0.2%, -7.2%, 1.6%
C/C(=C1/C(=O)N(c2ccc([N+](=O)[O-])cc2)N=C1c1ccccc1)N(C)C
    -0.2, -2.8%, ·, ·, ·, 10.3%, -0.6%, ·, -21.6%
CC(C)(C)OC(=O)NCCCCCNC(=O)c1[nH]cnc1C(=O)NC1CCN(C(=O)OC(C)(C)C)CC1
    0.0, ·, -7.7%, 16.2%, -6.0%, ·, -18.3%, 3.2%, ·
Cc1noc(C)c1COc1ccccc1C(=O)N1CCN(c2cccc(C(F)(F)F)c2)CC1
    1.6, ·, -7.5%, 26.0%, 0.0%, ·, -3.4%, 4.7%, ·
